High-throughput results as filed in PubChem.
UHRF1 MBD2 ctr – UHRF1 methyl-DNA binding inhibition; hit rate 0.75% among 370,000; UHRF1 binding to methylated oligo, TR-FRET; inhibition, % at 4.4 µM; AID 687016; in the data active = inhibition above about 21%;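 note: UHRF1 SRA domain binding a hemimethylated CpG hairpin DNA probe; 0% = median of test compound wells and 100% = reference inhibitor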
PLCg1 inh – PLC-gamma1 (human) inhibition, primary screen | AID 720700 | inhibition, % at 12.2 µM | P19174 | hit rate 0.84% among 370,000 | purified PLC-gamma1, fluorogenic substrate, fluorescence; in the data active = inhibition above about 9.5%
Tn6 DDE FP – disrupts Tn6 cyclic peptide binding to fibrin D-Dimer-E complex | P02675 | Fibrin DD(E) TRITC-Tn6 fluorescence polarization displacement | inhibition, % at 8.3 µM | hit rate 0.21% among 370,000;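 active = inhibition above a per-campaign cutoff: mean of compounds within control limits plus 3 SD, cut at about 15% in these data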;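 note: 0% = median of all compound wells on the plate and 100% = blocking peptide control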
ARFGAP1 inhibitor – inhibitors of rat ARFGAP1. inhibition, % at 16.5 µM. Arfgap1-stimulated ARF1 GTP hydrolysis, GDP FP detection. Q62848. hit rate 0.26% among 360,000;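 active = inhibition above a per-plate limit, mean inhibition of low control wells plus 3 SD, cut at about 25% in these data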;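 note: 0% = DMSO wells with enzyme and 100% = wells lacking Arfgap1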
Target sequence (Q62848 1-136 limits assumed): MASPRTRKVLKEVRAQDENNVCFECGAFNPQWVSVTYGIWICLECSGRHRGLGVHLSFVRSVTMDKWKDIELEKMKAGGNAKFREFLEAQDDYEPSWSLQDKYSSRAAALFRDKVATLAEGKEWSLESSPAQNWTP
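Material: rat Arfgap1 catalytic domain, aa 1-136; also added: human ARF1(Δ1-17)-GTP substrate; compound dosing: one concentration, 16.5 µM, DMSO 1.26%; incubation: GTP hydrolysis reaction 2 h at 25 °C; measured by: Tracer-displacement fluorescence polarization with EDTA stop, 620/688 nm; evaluation: % inhibition from polarization; repeats: one replicate per compound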
ASAP1 inh – ASAP1 ArfGAP inhibition; ASAP1-stimulated ARF1 GTP hydrolysis, GDP FP detection; inhibition, % at 16.5 µM; hit rate 0.19% among 360,000; in the data active = inhibition above about 25%;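 note: 0% = vehicle with enzyme and substrate and 100% = no enzyme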
sPLA2-III inh – Inhibits HGIII-sPLA2 liposome hydrolysis, primary screen | Q9NZ20 | QFRET BODIPY PC-A2 liposome hydrolysis, fluorescence | inhibition, % at 12.2 µM | hit rate 0.56% among 370,000;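 active = inhibition above mean plus 3 SD of compounds lying within the high and low control bounds, cut at about 19% in these data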;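 note: 0% = median of test compound wells and 100% = no enzyme DMSO wells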
Target sequence (Q9NZ20 whole entry, looked up): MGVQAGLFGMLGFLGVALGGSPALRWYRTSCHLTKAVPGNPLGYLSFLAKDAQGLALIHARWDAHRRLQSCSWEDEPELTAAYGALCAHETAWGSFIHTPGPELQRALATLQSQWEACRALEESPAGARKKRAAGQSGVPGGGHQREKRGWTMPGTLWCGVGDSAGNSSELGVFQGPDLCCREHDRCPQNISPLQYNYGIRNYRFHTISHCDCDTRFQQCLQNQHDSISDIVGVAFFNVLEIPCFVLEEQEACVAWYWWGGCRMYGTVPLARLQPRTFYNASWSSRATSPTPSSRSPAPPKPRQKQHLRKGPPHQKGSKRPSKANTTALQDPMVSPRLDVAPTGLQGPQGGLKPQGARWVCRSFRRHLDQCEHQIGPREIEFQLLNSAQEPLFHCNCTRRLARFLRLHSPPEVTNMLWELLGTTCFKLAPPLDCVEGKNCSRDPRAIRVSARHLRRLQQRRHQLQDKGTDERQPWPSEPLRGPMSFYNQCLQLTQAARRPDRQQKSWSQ
NR1D1 modulator – modulators of human Rev-erb alpha DNA binding; activity, % at 10 µM; hit rate 0.79% among 370,000; P20393; Rev-erbα–FITC-DNA binding, fluorescence polarization, 90 min; AID 1259318;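 active = activity above about 14%, limit read from the data; passing the limit was not always enough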;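 note: 0% = DMSO wells with 35 nM protein and 100% = DMSO wells with 750 nM protein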
proKLK7 act – proKLK7 (human) activation, primary screen | hit rate 0.9% among 370,000 | activation, % at 7 µM | purified proKLK7, EDANS-DABCYL substrate fluorescence; 100% is mature enzyme control, 0% vehicle;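 active = activation above the mean of all tested compounds plus 3 SD, computed per campaign excluding outliers beyond control limits, cut at about 13% in these data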
Target sequence (P49862 whole entry, looked up): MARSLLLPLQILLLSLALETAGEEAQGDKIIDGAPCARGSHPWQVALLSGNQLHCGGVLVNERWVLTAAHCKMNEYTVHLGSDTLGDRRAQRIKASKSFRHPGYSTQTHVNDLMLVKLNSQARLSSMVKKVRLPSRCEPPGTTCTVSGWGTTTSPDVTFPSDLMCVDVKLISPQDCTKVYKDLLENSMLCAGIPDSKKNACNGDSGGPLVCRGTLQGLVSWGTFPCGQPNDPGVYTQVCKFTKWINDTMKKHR
PLCb3 inh – blocks human PLC-beta3 enzyme activity; inhibition, % at 12.2 µM; Purified PLC-beta3, fluorogenic substrate, fluorescence; hit rate 0.18% among 370,000; Q01970; AID 720704; in the data active = inhibition above about 11%;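 note: 0% = median of compound wells on plate and 100% = full blocker control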
Tn7 DDE FP – DD(E)-Tn7 binding inhibition, primary FP screen | FP displacement of FITC-Tn7 peptide from fibrin DD(E); 0% = median of compound wells per plate | inhibition, % at 8.3 µM | P02675 | hit rate 0.13% among 370,000 | AID 720508;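 active = inhibition above the mean of compounds falling within the control limits plus 3 SD of them, cut at about 14% in these data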;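 note: 0% = plate median of compound wells and 100% = 10 µM Aha-Tn7 peptide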
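assay system = human clot-derived fibrin DD(E) complex | quantity = Fibrin-DD(E) at 2 µM final | timing = 10 min preincubation, 3 h with tracer, room temperature | signal = fluorescence polarization | measure = percent inhibition | benchmarks = high control wells with 10 µM unlabelled Aha-Tn7 peptide (full inhibition) | replicates = singlicate testing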
Starred values were filed as active, the others as inactive.

SMILES	UHRF1 MBD2 ctr	PLCg1 inh	Tn6 DDE FP	ARFGAP1 inhibitor	ASAP1 inh	sPLA2-III inh	NR1D1 modulator	proKLK7 act	PLCb3 inh	Tn7 DDE FP
O=C(COC(=O)C1CCC1)NCCc1ccc(Cl)cc1Cl	-0.7	-2.3	-3.7	1.1	-5.8	1.2	-10.7	-1.2	-8.8	-2.8
Cc1ccc(C(=O)NCC2CCCO2)o1 (centres undefined)	3.1	-5.3	-1.8	7.6	8.6	6.8	5.7	0.2	-6.2	1.5
CCc1nnc(NS(=O)(=O)c2ccc(NC(=S)NC(=O)c3ccncc3)cc2)s1	-0.9	3.5	-5.5	-6.1	-18.5	5.9	-5.6	-0.5	0.7	1.4
Cc1ccc(-c2nn(-c3ccc(F)cc3)cc2C(=O)NC2CCC(O)CC2)cc1 (centres undefined)	3.5	0.1	-7.0	3.8	-5.5	5.0	-6.5	-0.2	-3.6	-2.9
Cc1cccc(C)c1N=C1C(=O)Nc2ccccc21	-4.2	-1.5	2.4	7.4	-11.8	5.6	-2.6	-0.5	6.0	1.6
CN(C(=S)NC(=O)c1ccccc1)c1c(N)n(Cc2ccccc2)c(=O)[nH]c1=O	0.2	1.6	-1.0	6.7	-2.2	5.1	-8.3	-0.2	-4.9	0.3
O=C(NCCC(=O)N1CCC2(CC1)NCCc1[nH]cnc12)c1ccc(Br)cc1	3.3	2.2	-3.2	5.6	-5.4	7.9	5.7	-0.1	6.3	-0.2
Cc1cccn2c(=O)c(/C=C(\C#N)C(N)=O)c(N3CCN(c4cccc(Cl)c4)CC3)nc12	1.3	-32.2	-7.4	0.1	-14.2	-11.9	1.0	2.2	-51.5	1.1
Cc1ccc(NC(=O)CSc2nnc(-c3cccnc3)n2-c2ccc(C)cc2)cc1	-0.8	7.3	-2.1	2.1	5.2	0.4	-3.0	0.2	1.8	-2.9
Cc1ccc(O)c(C2=Nc3ccccc3N=C(c3cccs3)C2)c1	2.5	-299.8	-3.3	3.3	3.5	-3.0	1.9	-100.0	-350.6	-4.1
CC(=O)c1cccc(NC(=O)c2cc(-c3ccc(C)cc3)on2)c1	-2.4	0.5	-9.9	7.2	7.2	-1.2	10.0	-0.3	1.7	4.4
Cc1ccc(NC(=O)CCN2CCN(C/C=C/c3ccccc3)CC2)cc1	-2.8	2.3	-5.2	8.0	-5.2	-14.7	3.6	0.0	1.9	-1.1
c1nc(NCCN2CCOCC2)c2sc3nc(N4CCOCC4)c4c(c3c2n1)CCC4	4.6	-28.8	-0.8	-6.5	2.8	1.8	1.4	-0.1	-35.3	-8.8
CCCCc1nnc(NC(=O)c2ccccc2OCc2c(C)noc2C)s1	1.0	-20.7	3.2	-6.9	-3.5	1.3	3.5	0.8	-24.8	5.7
O=C1Nc2ccc(Br)cc2C1(O)Cc1ccccn1 (centres undefined)	-0.1	0.5	4.3	10.2	-14.8	2.9	-1.2	-0.6	0.2	0.1
COc1ccc(C(=O)OCC(=O)N2CCc3ccccc32)cc1S(=O)(=O)N1CCOCC1	0.8	2.3	2.4	16.9	5.4	-8.0	-6.5	0.2	3.8	-0.7
Cc1ccc(S(=O)(=O)N2CCOCC2)cc1C(=O)NCc1cccnc1	-0.1	4.3	-1.8	-0.6	-4.4	-5.6	-5.3	-0.1	7.8	-7.9
CN(C)c1nc(N)c(C#N)c(C#N)c1C#N	-3.8	-20.4	-4.6	8.1	5.2	2.6	-4.9	1.5	-32.9	-3.1
C=CC[C@@H](CC(=O)N[C@@H](CO)Cc1ccccc1)C(=O)N[C@H](COC(=O)[C@H](CC=C)CC(=O)OC(C)(C)C)Cc1ccccc1	10.0	0.7	10.1	-3.1	11.6	-0.7	-5.5	0.2	2.8	2.9
O=C(CSc1nc(-c2ccccc2)cc(=O)[nH]1)Nc1ccc(Br)cc1	-1.2	-1.2	3.2	-4.4	-16.8	0.9	-1.4	0.7	-7.7	5.2
OCC1(Cc2cccc(Cl)c2)CCCN(Cc2cnn(-c3ccccc3)c2)C1 (centres undefined)	2.6	6.7	11.2	-10.2	-9.9	-8.8	6.0	-0.1	-3.5	-4.6
CCN1C[C@@H]2[C@@H]3C(=O)N(C)C(=O)[C@@H]3[C@](Cc3ccccc3)(C(=O)OC)N2C1=NC1CCCCC1	-0.9	1.4	0.3	2.3	-7.6	6.1	-4.8	0.1	1.8	8.1
C/C(=N/NC(=O)c1ccc(Br)o1)C(C)C	-1.4	-1.1	-4.2	-1.1	5.4	13.8	0.1	0.2	-1.7	1.5
CCCc1nc2oc3c(OC)ncnc3c2c2c1COC(C)(C)C2	5.4	-1.1	3.2	-6.8	-6.0	7.1	0.8	0.0	-3.9	4.4
CCCCNCC(=O)Nc1sc(C)c(C)c1C(=O)OCC	0.1	0.8	-2.1	1.7	-3.5	-0.5	-1.0	0.1	0.9	2.9

Next structures.
SMILES	UHRF1 MBD2 ctr	PLCg1 inh	Tn6 DDE FP	ARFGAP1 inhibitor	ASAP1 inh	sPLA2-III inh	NR1D1 modulator	proKLK7 act	PLCb3 inh	Tn7 DDE FP
CCCOc1ccc(-c2nnn(CC(=O)c3c[nH]c4ccccc34)n2)cc1	0.8	-0.7	9.1	3.7	17.9	-16.9	0.4	-1.4	1.8	6.7
C=CCN(Cc1ccco1)S(=O)(=O)c1ccc(Cl)cc1	0.1	-2.7	-2.6	2.0	-2.1	0.6	6.8	0.0	-5.3	2.9
COc1cc(O)c(CCC(=O)c2ccc(OC)c(OC)c2)c(OC)c1	63.5*	3.7	-9.2	17.8	12.4	4.5	3.0	0.2	2.1	-0.5
Cc1cnn(Cc2cccnc2)c1N	12.9	1.7	5.1	2.4	-1.4	1.0	-0.6	0.1	-5.4	3.3
Cc1ccc(Nc2nc(=O)[nH]nc2C)cc1	-4.8	3.3	-3.9	-5.5	-6.1	2.5	-5.1	0.6	4.1	1.1
COc1cc2nc(-c3ccccc3C)oc(=O)c2cc1OC	-1.1	-5.9	-3.9	-7.1	-7.3	4.0	0.6	0.1	-14.0	-0.1
Cc1ccc(NCc2ccc([N+](=O)[O-])s2)cc1	0.0	-0.6	11.4	12.1	-13.8	6.2	-4.3	0.8	-5.8	0.8
O=C(NCC(=O)N1CCCC(C(F)(F)F)C1)c1ccc(Oc2ccccc2)cc1 (centres undefined)	0.3	-3.9	1.1	8.2	4.6	3.7	4.3	0.1	-7.6	5.0
CCc1nc(SCC(=O)N2c3ccccc3Sc3ccccc32)c2ccccc2n1	1.1	1.3	-5.5	11.7	10.8	-5.7	3.7	-0.2	-1.1	-4.9
CC(C)Oc1ccc(NC(=O)c2ccncc2)cc1	-2.3	-1.2	3.9	5.2	-11.6	1.3	0.0	-0.4	0.8	-5.0
O=C(N/N=C/c1c(Cl)nc2ccccn2c1=O)c1cccnc1	0.0	-152.7	-0.8	-1.1	-3.3	12.4	-1.1	-21.0	-230.2	-2.6
Cc1nc(SCC(=O)NC2CC2)c2c(C)c(C)sc2n1	0.6	-0.9	6.5	5.0	0.3	5.4	-5.5	0.5	-9.3	0.4
CCc1nccn1S(=O)(=O)c1ccc2ccc(C)cc2c1	-1.7	-0.1	1.5	-7.5	-10.2	-0.1	-1.4	-0.1	-5.0	-2.1
CCCC1CCC(C(=O)Nn2c(C)nc3ccccc3c2=O)CC1 (centres undefined)	1.7	-72.9	3.3	-9.3	-6.3	12.2	2.1	0.8	-0.1	11.7
CSc1nc2c(c(=O)[nH]1)C(c1ccccc1Cl)CC(=O)N2 (centres undefined)	1.2	1.8	-3.4	-3.2	4.1	-1.1	1.0	0.3	-0.4	-1.4
OCCNCc1cccc(-c2ccccc2)c1O	-0.1	-8.8	5.3	6.3	-15.0	-3.5	-2.9	-2.0	-7.4	1.0
Cc1ccc(NC(=O)c2cncc(Br)c2)c(O)c1	0.0	-1.9	6.9	-2.8	-8.6	-9.7	-2.7	0.1	1.0	7.0
CCn1c(CSc2ncccn2)nnc1SCC(=O)N1c2ccccc2CC1C (centres undefined)	0.4	-2.4	-3.6	-13.2	7.4	2.0	-6.8	-0.6	0.4	0.2
Cc1ccc(S(=O)(=O)N(C)Cc2ccc(C(=O)N/N=C3\CCCC(=O)C3)cc2)cc1	4.3	-249.2	-0.4	-3.8	0.7	-58.0	6.7	-3.9	-345.8	6.2
Cc1nn(C)c(C(=O)Sc2cccc(Cl)c2)c1[N+](=O)[O-]	5.0	-0.9	-6.1	11.2	-4.0	17.0	2.3	0.8	-5.2	-0.7
CC1CCN(C(=O)CCN2C(=O)C3C4C=CC(C4)C3C2=O)CC1 (centres undefined)	-0.7	-2.3	0.1	7.7	7.6	1.3	0.3	0.1	-1.4	-0.1
CC(=O)Nc1ccc(S(=O)(=O)NNc2ccc([N+](=O)[O-])cc2)cc1	0.8	5.0	4.3	4.2	5.0	0.5	-2.6	0.4	-4.3	-3.0
CCC(C)[C@H]1CNC(=O)C(=O)N1CCc1cccc(F)c1 (some centres undefined)	0.5	3.6	-3.6	10.2	-9.9	6.7	-8.2	0.5	1.2	-8.6
CCn1c(Cn2nnc(-c3ccccc3)n2)nnc1SCc1ccc(Cl)c(Cl)c1	-1.7	4.1	-4.0	-0.8	0.6	-17.3	-4.8	0.4	1.9	6.4
CC1(C)Cc2c(c(N3CCOCC3)nc3sc4c(NN)ncnc4c23)CS1	-3.3	-13.5	-6.7	6.3	-1.0	5.1	28.1*	0.4	-16.4	3.6

New compounds follow.
SMILES	UHRF1 MBD2 ctr	PLCg1 inh	Tn6 DDE FP	ARFGAP1 inhibitor	ASAP1 inh	sPLA2-III inh	NR1D1 modulator	proKLK7 act	PLCb3 inh	Tn7 DDE FP
COc1ccccc1CCNC(C)CCc1ccc(O)cc1 (centres undefined)	-0.3	-1.4	-3.5	-10.8	-7.1	-3.7	1.5	-0.6	0.8	-0.2
CC1(C)N=C(N)N=C(N)N1c1cc(Cl)ccc1Cl	2.4	1.2	-3.9	-14.5	-8.2	9.8	2.8	-0.5	-11.6	4.9
Cc1ccc(N2C(=O)c3ccccc3C2=O)cc1C	0.3	0.6	1.2	8.2	-7.1	0.7	6.6	0.3	1.5	3.9
O=C(O)CSC(NC(=O)c1cccnc1)(C(F)(F)F)C(F)(F)F	-1.0	3.0	6.1	-1.3	13.6	3.8	1.0	0.5	1.7	-0.8
CCC1(c2ccccc2)NC(=O)N(CC(=O)Nc2cccnc2Cl)C1=O (centres undefined)	10.4	0.7	-5.3	3.7	6.3	13.9	-6.2	0.4	-8.1	4.1
Fc1cccc(Cl)c1/C=N/Nc1ccccn1	-0.5	-0.4	-1.5	-3.3	-2.2	2.1	-4.6	0.2	-4.3	-3.7
